# Screens: PubChem BioAssay, NCI
# cln2 rad14: NCI yeast anticancer drug screen, S. cerevisiae cln2 rad14 strain; growth inhibition, % at 50 µM; actives 8.3% (n = 78,000); AID 165;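 also: 0% = growth of vehicle-only cultures of the same strain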
#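 Growth of compound-exposed yeast (cln2 rad14 genotype) measured and expressed as inhibition relative to vehicle.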
# yeast mlh1 rad18: NCI yeast anticancer drug screen, S. cerevisiae mlh1 rad18 strain; actives 11% (n = 79,000); AID 175; growth inhibition, % at 50 µM;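 also: 0% = growth of vehicle-only cultures of the same strain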
#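 Inhibition values reflect reduced growth of mutant yeast versus vehicle-treated controls following compound exposure; the mutations affect DNA damage repair.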
# bub3: NCI yeast anticancer drug screen, S. cerevisiae bub3 mutant strain | % growth inhibition at 50 µM | actives 9.9% (n = 78,000);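 also: 0% = growth of vehicle-only cultures of the same strain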
#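 Screening used yeast with an engineered genetic alteration affecting cell cycle control. Compound-exposed cultures were compared with vehicle cultures, and reduced growth was taken as inhibition.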
# yeast mec2-1: NCI yeast anticancer drug screen, S. cerevisiae mec2-1 strain | % growth inhibition at 50 µM | actives 9% (n = 79,000) | AID 157;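 also: 0% = growth of vehicle-only cultures of the same strain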
#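 Vehicle-treated cultures served as reference for growth inhibition of compound-exposed mec2-1 yeast.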
# yeast rad50: NCI yeast anticancer drug screen, S. cerevisiae rad50 strain. actives 10% (n = 79,000). % growth inhibition at 50 µM;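 also: 0% = growth of vehicle-only cultures of the same strain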
#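 DNA repair mutant yeast, compound exposure, growth read-out; inhibition is taken relative to vehicle.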
# yeast sgs1 mgt1: NCI yeast anticancer drug screen, S. cerevisiae sgs1 mgt1 strain. actives 10% (n = 78,000). % growth inhibition at 50 µM. AID 161;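 also: 0% = growth of vehicle-only cultures of the same strain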
#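 Read-out: growth inhibition vs vehicle controls. Cells: mutant yeast strain deficient in DNA damage repair.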
# Starred values were filed as active, the others as inactive; x = not tested or not shown; & = joins results of further samples. Rule as the data show it: active = growth inhibition above about 70%; inactive = the rest.
# The line under a structure holds: cln2 rad14	yeast mlh1 rad18	bub3	yeast mec2-1	yeast rad50	yeast sgs1 mgt1
> CC(=O)c1cc(Cl)c(Cl)cc1N
 : 6	0	-15	-21	-1	-7
> CCOP(=O)(OCC)/C(=C\N1C(=O)CC(=O)NC1=S)C(=O)OC
 : 8	-6	-6	-31	-30	-19
> CCCC(=N)OCC
 : 0	-5	4	-27	-3	-20
> CCC(O)(Cc1ccc(OC)cc1)c1ccc(OC)cc1 (stereo not drawn)
 : 1	-12	12	-24	-33	15
> c1cc(N2CCOCC2)ccc1Cc1ccc(N2CCOCC2)cc1
 : 0	-13	-18	1	-13	-4
> CCOc1cccc(-c2cc(=O)c3cc4c(cc3[nH]2)OCO4)c1
 : 6	-30	-22	-63	-43	-21
> COc1cc2c(cc1OC)NC(C)=CC(C)=N2
 : 25	16	26	5	-14	0
> CC(=O)c1ccc2ccc3ccccc3c2c1
 : -31	12	1	-1	15	19
> Cc1cccnc1NC=O
 : -18	-10	-25	-12	-11	-5
> CC1(C)CC(C(N)=O)C(C)(C)N1O (stereo not drawn)
 : 18	7	24	8	13	24
> CCCC(=O)SCC[N+](C)(C)C
 : 22	4	-13	-48	-10	15
> CC(C)CCOC(=O)C(C)(O)C(Cl)c1ccccc1 (stereo not drawn)
 : 1	-7	6	3	3	-13
> COc1ccc(C(=O)CCN(C)C)cc1OC
 : 7	22	11	13	12	23
> C/C=N/NC(=O)OCC
 : -21	11	-17	-31	2	-2
> CC(=O)Nc1ccc(NCC(=O)O)cc1
 : -12	-13	1	-9	-17	-6
> COC(=O)c1cc(CC2Cc3cc4c(cc3C2)CCC4)cc2c1CCC2
 : 15	-1	1	-9	-17	-29
> Cc1ccc(-n2cc(-c3ccc(Cl)cc3)c3c(NN)ncnc32)cc1
 : 90*	77*	88*	88*	86*	88*
> O=Cc1c2ccccc2cc2c1ccc1ccccc12
 : -32	-4	-1	0	-17	-2
> OC1(c2cccc(C(F)(F)F)c2)CCN(C2CC2c2ccccc2)CC1 (stereo not drawn)
 : 85*	82*	84*	78*	87*	91*
> O=Cc1ccnc2ccccc12
 : 4	7	-4	1	1	6
> CN(C)CC(O)CN1c2ccccc2S(=O)c2ccc(Cl)cc21 (stereo not drawn)
 : 15	19	14	8	22	24
> Cc1ccc(NC(=O)OCC(F)(F)F)cc1NC(=O)OCC(F)(F)F
 : -1	2	17	29	2	26
> NS(=O)(=O)c1cc(Br)c(N=Nc2ccc(O)c3ncccc23)c(Br)c1
 : 0	8	-12	-31	-4	-34
> CCCCCCCCCCCCCC(=O)N(CCCCCCCCC)CC(O)C(O)C(OC1OC(CO)C(O)C(O)C1O)C(O)CO (stereo not drawn)
 : -28	-56	-49	-41	-14	-17
> Cc1ccccc1C(=O)NNC(=O)c1cccc2ccccc12
 : 4	7	0	-25	28	8
> O=S(=O)(O)CCCO
 : -1	-2	0	-44	0	-15
> CCCCCCCCCCSC#N
 : 0	17	-2	14	8	23
> CCCCCN(CCCCC)C(=O)C(C)Br (stereo not drawn)
 : -13	3	45	-13	-4	13
> c1ccc2nc(C[n+]3cccc4ccccc43)ccc2c1
 : 80*	97*	98*	98*	98*	58
> CC(=O)Nc1ccc(S(=O)(=O)NC2(C)C(=O)N(C)C(=O)N(C)C2=O)cc1
 : 18	28	3	15	32	14
> CCOC(=O)CC1=Nc2ccccc2SC1
 : -13	-29	-23	-31	-28	-15
> O=C(OCc1ccccc1)c1ccc(Cl)cc1
 : 15	4	-2	6	23	21
> O=C(O)c1c[nH]c(=O)[nH]c1=O
 : -6	-8	1	-5	1	1
> Cc1onc(-c2ccccc2Cl)c1C(=O)SCC(=O)Nc1cc(C(F)(F)F)cc(C(F)(F)F)c1
 : 12	5	-1	-16	-7	1
> N#Cc1ccccc1NC(=O)CCC(=O)NN
 : -10	-12	-13	-16	-3	-14
> O=C(/C=C/c1ccc(Cl)c(Cl)c1)c1ccc2ccccc2c1
 : -9	20	11	2	28	-4
> C=C1CC(C2OCOC3COCOC32)OC1=O (stereo not drawn)
 : -23	-2	17	-13	-44	-15
> Cc1csc(N)[n+]1CCC(=O)[O-]
 : 32	-24	-15	-23	-4	-3
> Cc1occc1C(=S)Nc1ccc(Cl)c(/C=N/OC2CCCC2)c1
 : 31	19	19	26	13	25
> C=C1C(=O)OC2CC(C)C(/C=C/C(C)=O)=CCC12 (stereo not drawn)
 : -12	-100	-43	-8	-7	-20
> CCN(CC)COC(=S)S
 : 44	98*	97*	83*	98*	99*
> c1ccc(SCCCCSc2ccccc2)cc1
 : -38	43	14	5	17	-3
> CCNC(=O)COc1ccc(Cl)cc1Cl
 : 39	-27	-29	-19	-18	-15
> CC1=C(C)C2(C)C(C)C2(C)C1C (stereo not drawn)
 : 21	-2	35	-13	-6	18
> COc1ccc(/C=C2\CCC(CNc3ccc(Br)cc3)C2=O)cc1 (stereo not drawn)
 : -4	7	-14	-17	-13	-34
> COC(=O)C1=CO[C@@H](OC2OC(CO)C(O)C(O)C2O)[C@H]2[C@@H](C)[C@@H](O)[C@@H](O)[C@@H]12 (stereo partly drawn)
 : 2	-58	-6	-10	-5	-1
> c1ccc(C2=NC3OC2c2ccccc23)cc1 (stereo not drawn)
 : 18	23	14	1	11	-25
> Oc1ccc2ccccc2c1CCc1c(O)ccc2ccccc12
 : 88*	95*	95*	96*	95*	95*
> CC(C)C1CCC(C(=O)O)CC1 (stereo not drawn)
 : 22	0	-1	10	5	0
> C=C1CC/C=C(\C)C(=O)C(O)C2C1CC2(C)C (stereo not drawn)
 : 16	79*	24	-14	15	67
> O/N=C/C(=Nc1ccccc1)NO
 : -1	5	-6	-12	-8	-9
> COc1ccc(S(=O)(=O)N/N=C/c2cc(I)cc([N+](=O)[O-])c2O)cc1OC
 : 5	38	-4	22	35	17
> COc1cc(C)c2c(c1)C=C[C@@H]1[C@@H]2CC[C@]2(C)C(=O)CC[C@@H]12
 : -48	-3	0	3	-10	-3
> N#CC(=C1C=CC(=NOC(=O)c2ccccc2)C=C1)c1ccccc1
 : -6	-7	-3	1	-1	5
> C/C(=N\N=C(N)N)c1c(C)nn(C(=N)N)c1C
 : 8	6	0	-14	-14	-8
> CC1(c2cccs2)NC(=O)NC1=O (stereo not drawn)
 : 2&-41	-4&7	9&1	9&-6	4&20	6&6
> CC(=O)N(O)Cc1ccccc1
 : 18	11	-1	-8	7	2
> NS(=O)(=O)c1ccc(NC(=O)c2cccc3c(=O)c4ccccc4[nH]c23)cc1
 : 15	-14	-6	-2	-3	-13
> CN(C)C(SCc1c(Cl)c(Cl)c(Cl)c(Cl)c1Cl)=[N+](C)C
 : 12	29	7	6	19	15
> C(=C\c1csnn1)/c1ccc(/C=C/c2csnn2)cc1
 : 12	-8	5	16	-18	8

# Next section:
# The line under a structure holds: cln2 rad14	yeast mlh1 rad18	bub3	yeast mec2-1	yeast rad50	yeast sgs1 mgt1
> Oc1ccccc1N=Cc1ccccc1
 : 20	73*	78*	44	61	61
> CCOC(=O)CSC(=O)NCCCl
 : 8	9	18	0	21	-3
> Cc1ccc(N=Nc2ccc(C)cc2NC(=O)c2ccc(Cl)cc2Cl)cc1
 : 5	18	-2	-10	9	9
> CCCCCCCC(C)O (stereo not drawn)
 : -7	-14	-10	-11	23	-21
> O=C1C=CC(=Nc2ccc3c(c2)-c2ccccc2C3)O1
 : -10	12	1	21	3	5
> CC(C)S(=O)CC1NC(=O)NC1=O (stereo not drawn)
 : -7	30	9	-2	26	9
> Cc1ccc(C(C)(C)CC(C)(O)C(C)C)cc1 (stereo not drawn)
 : -2	4	-5	1	8	-8
> Cn1nnc(CCCl)n1
 : -37	6	17	-5	-5	-8
> CC(=O)OC1CC2C(CCC3CC(C(C)=O)CCC32C)C2CCC(/C(C)=C/C=C(c3ccccc3)c3ccccc3)C12C (stereo not drawn)
 : -9	3	-3	3	20	7
> O=c1c(O)c(-c2ccc(O)c(O)c2)oc2cc(O)cc(O)c12
 : 23	11	14	13	23	9
> Cc1ccc2c(c1)N(CCCN1CC[N+](C)(C)CC1)c1ccccc1S2
 : 12	5	3	0	14	-8
> CC(=O)c1c(O)ccc2c1CC(CC=O)O2 (stereo not drawn)
 : 1	-21	9	-1	19	-21
> O=C(O)c1cc(Br)ccc1OCc1cccc(Cl)c1
 : -17	-26	-18	-7	-18	8
> COC(=O)/C(C#N)=C(/NCc1ccccc1)Nc1ccccc1
 : 11	21	44	-13	21	-8
> CCOC(=O)c1nc(N(C)C)oc(=O)c1C
 : -1	14	19	33	25	28
> O=C(/C=C/c1ccccc1)CCN1CCOCC1
 : 89*	85*	89*	85*	91*	86*
> O=[N+]([O-])c1cccc(S(=O)(=O)OCCOc2ccccc2)c1
 : x	18	x	4	31	x
> Clc1ccc(-c2n[nH]c3c2Cc2ccccc2-3)cc1Cl
 : 16	7	12	-11	-5	16
> O=C1c2cc(Cl)ccc2-c2ccc(N=Cc3ccccc3Cl)cc21
 : -89	-1	34	-2	2	-8
> CSc1nc(NC2OCC(O)C(O)C2O)c(Cl)c(=O)[nH]1 (stereo not drawn)
 : -4	1	3	-2	-14	12
> Cc1cn(CCCSCC2OC3OC4C(CO)OC(OC5C(CO)OC(OC6C(CO)OC(OC7C(CO)OC(OC8C(CO)OC(OC9C(CO)OC(OC2C(O)C3O)C(O)C9O)C(O)C8O)C(O)C7O)C(O)C6O)C(O)C5O)C(O)C4O)c(=O)[nH]c1=O (stereo not drawn)
 : 0	-14	-2	-9	-22	-18
> CS/C(=N\C(=S)N(C)C)N(c1ccccc1)c1nc(=[N+](C)C)ss1
 : 86*	99*	99*	100*	98*	98*
> Nc1ncnc2c1ncn2C1C=CC(COS(N)(=O)=O)C1 (stereo not drawn)
 : 11	29	14	22	13	1
> CC(C)(C)OC(=O)CNC(=O)C(CSC(c1ccccc1)c1ccccc1)NC(=O)CNC(=O)C(CCCCNC(=O)OCc1ccccc1)NC(=O)CNC(=O)C(CSC(c1ccccc1)(c1ccccc1)c1ccccc1)NC(=O)OCc1ccccc1 (stereo not drawn)
 : 4	-4	19	15	35	8
> COc1cc([N+](=O)[O-])ccc1NC(=O)C(Br)C(Br)C(=O)O (stereo not drawn)
 : -28	16	0	5	-7	-12
> CCOC(=O)CC(C)C(C(=O)OCC)C(=O)OCC (stereo not drawn)
 : 4	14	24	6	1	-9
> O=c1[nH]c2ccccc2c(-c2ccccc2)c1-c1ccccc1
 : -16	-4	-13	-8	-1	-5
> COc1ccc(/C=C/C(=O)C(C)C)cc1
 : -39	-15	-26	-14	-2	-35
> N#Cc1c(-c2ccc(Cl)cc2)cn2c1[nH]c(=O)c1ccccc12
 : 1	6	-18	-2	1	18
> C=CCO[Si](OCC=C)(OCC=C)OCC=C
 : 14	4	10	-19	1	-6
> CCCCCCCCC(C)(C)O
 : 3	-4	6	-4	-3	-1
> O=C(Nc1ccc(Cl)c(Cl)c1)C(=O)C(C(=O)c1ccccc1F)C1OC(=O)c2ccccc21 (stereo not drawn)
 : 10	3	-13	15	22	-6
> Cc1c2ccnc(C(=O)NCCN(C)C)c2cc2c3cc(O)ccc3n(C)c12
 : 44	46	8	24	92*	13
> COC(=O)Nc1nc2ccc(CCC(=O)c3c(C)oc(C)c3-c3ccc(NC(C)=O)cc3)cc2[nH]1
 : 27	61	26	37	58	76*
> CC[N+](CC)(CC)CCCC[P+](CC)(CC)CC
 : 10	14	10	-9	16	9
> NN1C(=O)OC(c2ccccc2)(c2ccccc2)C1=O
 : -8	5	3	4	0	-1
> COC(=O)N1CC2CC=CC(C2)c2ccccc21 (stereo not drawn)
 : 5	-9	16	-37	-14	-1
> CC1(C)c2ccccc2C(c2ccccc2)c2ccccc21
 : 7	8	11	3	20	18
> CC(C)(C)C1CCCC(=O)C1 (stereo not drawn)
 : 10	3	7	-5	8	4
> CCOC(=O)C(N=Cc1ccc([N+](=O)[O-])cc1)C(O)c1ccc([N+](=O)[O-])cc1 (stereo not drawn)
 : 15	8	2	5	10	2

# A second format for part of the listing above.
COC(=O)N1CC2CC=CC(C2)c2ccccc21 (stereo not drawn)
  cln2 rad14 = 5	yeast mlh1 rad18 = -9	bub3 = 16	yeast mec2-1 = -37	yeast rad50 = -14	yeast sgs1 mgt1 = -1
CC1(C)c2ccccc2C(c2ccccc2)c2ccccc21
  cln2 rad14 = 7	yeast mlh1 rad18 = 8	bub3 = 11	yeast mec2-1 = 3	yeast rad50 = 20	yeast sgs1 mgt1 = 18

# An excerpt from above, reduced to yeast mlh1 rad18 and cln2 rad14:
Molecule | yeast mlh1 rad18 | cln2 rad14
NS(=O)(=O)c1cc(Br)c(N=Nc2ccc(O)c3ncccc23)c(Br)c1 | 8 | 0
c1ccc(SCCCCSc2ccccc2)cc1 | 43 | -38
COc1cc(C)c2c(c1)C=C[C@@H]1[C@@H]2CC[C@]2(C)C(=O)CC[C@@H]12 | -3 | -48
Cc1cccnc1NC=O | -10 | -18
Cc1cn(CCCSCC2OC3OC4C(CO)OC(OC5C(CO)OC(OC6C(CO)OC(OC7C(CO)OC(OC8C(CO)OC(OC9C(CO)OC(OC2C(O)C3O)C(O)C9O)C(O)C8O)C(O)C7O)C(O)C6O)C(O)C5O)C(O)C4O)c(=O)[nH]c1=O (stereo not drawn) | -14 | 0
